M. tuberculosis HTS = M. tuberculosis growth inhibition, HTS (AID 449762). inhibition, % at 25 µM, or IC50 in µM where a hit was titrated. M. tuberculosis H37Rv growth inhibition, 7H9 media; higher % means a stronger effect. 0.59% of 330,000 active; in the data active means a potency from the dose series; inconclusive means inhibition above about 70% without an active follow-up result;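 further: bacterial growth assessed after seven days of incubation; strong numbers were not always called active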
influenza NS1A = NS1A inhibition, H1N1 influenza, cell based functional assay (AID 504329); NS1A functional cell-based assay, percent inhibition; higher % means a stronger effect; one-dose inhibition, % at 12.5 µM; IC50 in µM for titrated hits; 0.3% of 340,000 active; in the data active means a potency from the dose series; inconclusive means inhibition above about 27% without an active follow-up result; further: strong numbers were not always called active
tuberculosis growth = growth inhibition of non-replicating M. tuberculosis (AID 488890). Mycobacterium tuberculosis non-replicating, growth inhibition; higher % means a stronger effect. inhibition, % at 25 µM, or IC50 in µM where a hit was titrated. 0.39% of 320,000 active; in the data active means a potency from the dose series; inconclusive means inhibition mostly from about 82% at the one dose, without a potency; inactive means the rest, 99 in 100 with inhibition below about 76%;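 further: plate controls were DMSO cells for no effect and high antibiotic wells for full effect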
Salmonella PhoP GFP = PhoP regulon inhibitors, Salmonella typhi PhoP promoter GFP reporter, confirmatory (AID 1850); inhibition, % at 50 µM; hits with a dose series show IC50 in µM; Salmonella Typhi PhoP-promoter GFP reporter, fluorescence, 4 h; higher % means a stronger effect; 0.33% of 310,000 active; in the data active means a potency from the dose series; inconclusive means inhibition mostly from about 25% at the one dose, without a potency; inactive means the rest, 99 in 100 with inhibition below about 19%;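 further: 0% = induced wells with vehicle and 100% = uninduced wells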
inhibitors of VEEV = inhibitors of VEEV TC-83 cytopathic effect, confirmation, Vero cells (AID 588727); Vero cells, VEEV TC-83 cytopathic effect inhibition; higher % means a stronger effect; 0.13% of 350,000 active; inhibition, % at 20 µM; hits with a dose series show IC50 in µM; in the data active means a potency from the dose series; inconclusive means inhibition mostly from about 14% at the one dose, without a potency; inactive means the rest, 99 in 100 with inhibition below about 12%; further: strong numbers were not always called active
inhibitors of VEEV 10K pilot screen = second read-out of inhibitors of VEEV, no call of its own (marks repeat the call); inhibition, %; measured here: 10K pilot screen inhibition
An asterisk follows results filed as active; i = inactive; ? = inconclusive; · = not tested or not shown. Not a hit list; overall some 1.5% were active at least once.

SMILES | M. tuberculosis HTS | influenza NS1A | tuberculosis growth | Salmonella PhoP GFP | inhibitors of VEEV | others
CC(C)C(c1nnnn1CCc1ccccc1)N1CCN(C(=O)c2ccco2)CC1 (stereo unspecified) | · | 5.5% | · | · | 3.7%
CN(Cc1ccccc1)C(=O)c1[nH]cnc1C(=O)N[C@@H](Cc1ccccc1)C(=O)OC(C)(C)C | 0.7% | -4.5% | 57.5% | -14.6% | 0.1%
CCCSC1=C(C#N)C(c2cccs2)CC(=O)N1 (stereo unspecified) | 0.0% | -10.8% | 10.6% | -14.1% | ?
O=C(COC(=O)Cc1ccsc1)Nc1ccc(Br)cc1F | 7.9% | -10.6% | 70.8% | · | i
Cc1cccc(NC(=O)c2ccc(-n3ccnc3)nc2)c1 | -4.6% | -0.5% | 21.9% | 4.6% | 3.4%
Cc1cc(Br)ccc1NC(=O)CCSc1ccccc1 | 4.3% | -2.3% | 35.2% | -3.0% | 0.4%
Cc1cc(=O)oc(C)c1C(=O)OCC(=O)c1ccc(Cl)cc1 | -0.1% | 7.0% | 72.7% | -2.1% | 6.1%
Cc1cccc(N2CCN(C(=O)CCc3nc4ccccc4[nH]3)CC2C)c1 (stereo unspecified) | -5.8% | -3.9% | 23.9% | 5.4% | 7.6%
O=C(CCS(=O)(=O)c1ccc(Cl)cc1)Nc1nnc(-c2ccco2)o1 | 22.2% | 6.4% | ? | -0.9% | 1.4%
S=c1[nH]c2cc3ccccc3cc2[nH]1 | ? | 8.0% | 44.5% | 16.3% | 3.5%
COc1ccc(NC(=O)CCN2C(=O)c3cccc([N+](=O)[O-])c3C2=O)cc1 | 10.5% | -1.5% | 4.3% | 2.4% | i
Cc1cc(=O)oc(C)c1C(=O)Nc1ccc(F)cc1 | 3.8% | 0.2% | -9.7% | 8.4% | 0.8%
CN1C(=O)CS(=O)c2ccc(C(=O)NCCC3=CCCCC3)cc21 (stereo unspecified) | -2.9% | 2.8% | 38.1% | -11.0% | 0.3%
CC(C)NC(=O)Nc1cccc2c1O[C@H](CN(C)C(=O)NC1CCCCC1)[C@H](C)CN([C@H](C)CO)C2=O | 2.7% | 7.5% | 28.2% | · | 1.4%
CC(C)(C)OC(=O)N[C@H](C(=O)OC(C)(C)C)c1ccc2c(c1)OCO2 | 1.4% | 0.9% | -12.0% | · | i
COc1ccc(N2C(=O)C3CC(C)=C(C)CC3C2=O)c(OC)c1 (stereo unspecified) | -3.2% | -0.5% | -3.1% | -6.8% | 2.2%
Cc1ccc2c(c1)C(=O)CC1(CCCCCC1)O2 | 2.2% | -1.0% | -6.5% | -11.8% | 2.4%
CCCCOc1ccc(CSc2nncn2N)cc1 | 2.8% | -2.5% | -0.4% | -7.1% | 3.6%
Cc1ccc(N(C)C(=O)c2cnn(-c3ccccc3)c2C)c(C)c1 | 3.5% | -4.1% | 21.6% | -1.3% | 0.4%
CCCOC(=O)CCCCCCCCC(O)CN1CCCCC1 (stereo unspecified) | -5.7% | 4.1% | 12.6% | 2.6% | 0.1%
Cc1[nH]c2ccccc2c1CCC(N)=O | -12.3% | -1.1% | -1.0% | 0.5% | i
COCCNC(=O)c1c(C)cc(C)cc1C | -7.0% | -6.3% | -7.4% | -9.7% | 1.0%
COc1ccccc1N1CCN(Cc2ccco2)CC1 | -6.7% | -8.8% | 4.6% | -8.4% | 0.1%
CCOc1nnc(C)c2c(C)n(-c3ccc(Cl)cc3)nc12 | -0.1% | -5.2% | -9.5% | -23.7% | 7.7%
Cc1nn(Cc2c(Cl)cccc2Cl)c(C)c1C(=O)NCc1ccc(C)n1C | -3.7% | 7.7% | 17.4% | -24.4% | i

Reprinted at random: 2 compounds from above.
SMILES | M. tuberculosis HTS | influenza NS1A | tuberculosis growth | Salmonella PhoP GFP | inhibitors of VEEV | others
Cc1ccc2c(c1)C(=O)CC1(CCCCCC1)O2 | 2.2% | -1.0% | -6.5% | -11.8% | 2.4%
Cc1nn(Cc2c(Cl)cccc2Cl)c(C)c1C(=O)NCc1ccc(C)n1C | -3.7% | 7.7% | 17.4% | -24.4% | i

Returning to the listing with the three entries that preceded the break.
SMILES | M. tuberculosis HTS | influenza NS1A | tuberculosis growth | Salmonella PhoP GFP | inhibitors of VEEV | others
COc1ccccc1N1CCN(Cc2ccco2)CC1 | -6.7% | -8.8% | 4.6% | -8.4% | 0.1%
CCOc1nnc(C)c2c(C)n(-c3ccc(Cl)cc3)nc12 | -0.1% | -5.2% | -9.5% | -23.7% | 7.7%
Cc1nn(Cc2c(Cl)cccc2Cl)c(C)c1C(=O)NCc1ccc(C)n1C | -3.7% | 7.7% | 17.4% | -24.4% | i
Cn1cc(Br)c(C(=O)N/N=C/c2cc3ccccc3nc2Cl)n1 | 3.6% | -0.1% | 13.9% | -4.7% | 7.5%
O=C1CC(c2ccc(F)cc2)CC(O)=C1C=NCCN1CCN(C(=O)Nc2ccccc2)CC1 (stereo unspecified) | 3.9% | 5.1% | 21.6% | -7.1% | 0.6%
O=C(Nc1sc2c(c1C(=O)O)CCC2)c1ccco1 | 3.9% | -5.5% | 22.1% | -13.2% | 1.1%
CC(C)C(=O)n1nc(-c2cccnc2)nc1NCc1ccc(F)cc1 | 1.3% | -1.9% | -5.2% | -1.0% | 1.5%
COc1cc(NC(=O)CSCC(=O)Nc2cc(OC)cc(OC)c2)cc(OC)c1 | -1.9% | · | 9.5% | -1.8% | ·
CCOC(=O)/C=C/S(=O)(=O)c1ccc(NC(C)=O)cc1 | 6.4% | 0.2% | ? | 12.9% | 0.6%
COC(=O)C=CC(=NNc1ccccc1)c1ccccc1 | · | 3.1% | · | · | 1.8%
CCOC(=O)C1(Cc2ccccc2C(F)(F)F)CCN(C(C)COC)CC1 (stereo unspecified) | -2.3% | -5.9% | 17.1% | 2.7% | i
CC(=O)NCc1ccc(S(=O)(=O)N2CCN(S(=O)(=O)c3ccc4ccccc4c3)CC2)cc1 | · | -8.3% | · | · | 2.5%
COc1cc2c(cc1OC)CN(C(=O)c1sccc1C)CC2 | -0.9% | 12.9% | -13.1% | -1.9% | 3.2%
C(=N\N1CCN(C2c3ccccc3-c3ccccc32)CC1)/c1cccs1 | -7.1% | 10.0% | -8.9% | 10.0% | 0.3%
O=C(N/N=C/c1cccc([N+](=O)[O-])c1)C1CC(=O)N(c2ccc(Br)cc2)C1 (stereo unspecified) | -1.7% | -7.6% | 27.4% | -7.2% | i
CC(C)c1nc2ccc(NC(=O)C34CC5CC(CC(C5)C3)C4)cc2[nH]1 | -3.1% | 3.3% | 42.6% | -14.2% | i
COc1ccccc1Cn1[nH]nnc1=S | -4.5% | -21.6% | 1.8% | -0.5% | 1.2%
Nc1nnc(N2CCCCC2)s1 | -4.9% | 2.2% | -6.7% | -15.2% | 3.8%
CCC(CC)C(=O)N1CCN(Cc2ccc3c(c2)OCO3)CC1 | 0.0% | 0.4% | 5.4% | 1.0% | 5.1% | inhibitors of VEEV 10K pilot screen=0.0
COc1ccccc1NC(=O)COC(=O)c1ccccn1 | -4.1% | -1.3% | 6.5% | 9.4% | 1.9%
COc1ccc(OCCN2CCN(S(=O)(=O)c3ccccc3C(F)(F)F)CC2)cc1 | -5.4% | -7.1% | 31.3% | · | 2.4%
COc1ccc(CN(C(=O)c2cccs2)c2ccccc2)cc1 | -1.7% | 6.0% | 11.6% | 6.1% | 1.9%
Cc1cc2ncn(C(=O)c3ccc(F)cc3)c2cc1C | 3.8% | -3.0% | -10.3% | -3.9% | 0.5%
COc1ccc(Cc2nc3ccc(C(=O)N4C[C@@H](C)O[C@@H](C)C4)cc3o2)cc1OC | 13.6% | 7.4% | · | 12.1% | 0.1%
O=C(C1=C[C@@H](c2coc3ccccc3c2=O)C[C@@H](OCCCCO)O1)N1CCOCC1 | -5.0% | 3.0% | 7.3% | -5.2% | 0.3%
CCOC(=O)c1ccc(S(=O)(=O)Nc2ccc(N3CCOCC3)cc2)cc1 | 7.8% | 13.7% | -1.2% | 7.6% | i
Cc1occc1C(=O)N/N=C/c1ccc(Br)s1 | 60.1% | -19.2% | -5.6% | 1.4% | 4.2%
CN(C)/C=C1\N=C(c2cccs2)OC1=O | -1.1% | 3.3% | -2.2% | -10.0% | 0.3%

Next part.
SMILES | M. tuberculosis HTS | influenza NS1A | tuberculosis growth | Salmonella PhoP GFP | inhibitors of VEEV | others
CCC(C)NC(=O)Nc1ccc2c(c1)N(C)C(=O)c1ccccc1S2 (stereo unspecified) | -5.2% | -2.7% | 23.4% | -8.3% | 2.7%
CCOC(=O)CCCCC(=O)c1[nH]c(=O)[nH]c1CSc1nc(C)cc(C)n1 | -0.8% | 1.7% | -4.9% | -1.0% | 0.6%
COc1ccccc1-c1nnc(SCC(=O)NCc2c(C)c(Cl)cc(C(C)C)c2O)o1 | 4.5% | -3.7% | 7.9% | -2.0% | 1.3%
N/C(Cc1ccc([N+](=O)[O-])cc1)=N\OC(=O)c1ccccc1Br | -3.3% | -7.2% | 42.5% | -5.3% | 5.4% | inhibitors of VEEV 10K pilot screen=5.3
CNc1cc([N+](=O)[O-])ccc1OCc1ccccc1 | 3.8% | -6.7% | -14.1% | 2.2% | i
CCN(CC(=O)NCc1ccc(Cl)cc1)C(=O)c1ccc(C#N)cc1 | 6.4% | -31.1% | 11.6% | -8.1% | 0.3%
CC1CCN(Cc2nnc(-c3cccc(Br)c3)o2)CC1 | 2.9% | 17.6% | 72.3% | 8.7% | i
O=C(Nc1ccccc1Cl)c1ccn[nH]1 | -5.3% | 3.4% | -13.9% | -5.9% | 0.4%
CCN(CC(=O)Nc1ccc(OC)cc1)C(=O)c1ccc2c(=O)n3c(nc2c1)CCC3 | -2.1% | -6.4% | -6.7% | · | 2.4%
COc1ccc(CCN=C(N)NS(=O)(=O)c2ccc(C)cc2)cc1OC | -1.6% | -6.6% | 3.4% | -6.3% | i
CN(C)Cc1c(O)ccc2c3c(c(=O)oc12)CCCCC3 | 5.7% | -5.7% | 5.7% | -29.6% | 1.0%
Cc1ccc(C(=O)N2CCN(c3ccc(C(F)(F)F)cn3)CC2)o1 | 5.7% | -2.0% | 75.2% | · | 1.4%
COc1ccc(C2=NOC(C(=O)Nc3cccnc3Cl)C2)cc1 (stereo unspecified) | 2.0% | -4.6% | 10.5% | -7.9% | 1.6%
COC(=O)c1ccc(CSc2nc3ccccc3c(=O)n2Cc2ccco2)o1 | 29.8% | 0.3% | 12.1% | 6.1% | 5.8%
CCN(CC)c1ccc(NC(=O)COC(=O)c2cccs2)cc1 | 1.9% | 5.1% | 58.6% | 4.5% | 2.4%
O=C(COC(=O)c1ccc(S(=O)(=O)Nc2ccccc2)cc1)NCc1ccco1 | -8.9% | 2.7% | 3.0% | 2.4% | 0.6%
O=C(NCc1ccccc1Cl)c1ccc(Cn2cc(C(F)(F)F)ccc2=O)cc1 | -20.2% | -3.2% | -3.5% | -0.9% | i
COc1ccc(C(C)C)cc1S(=O)(=O)N1CCC(C(=O)NCc2cccnc2)CC1 | 0.8% | -5.7% | 1.2% | -10.7% | 1.0%
Cc1ccc(C2C3=C(NCCN=C3c3ccccc3)C(=O)N2c2ccccc2)cc1 (stereo unspecified) | 7.8% | 7.5% | 38.3% | 2.2% | i
O=C(Nc1ccc(Cl)c(S(=O)(=O)N2CCOCC2)c1)c1ccc(OCC2CCCO2)cc1 (stereo unspecified) | ? | · | 24.1% | 1.3% | 2.8%
O=C(NCc1ccccc1)c1cccc(COc2ccccc2Cl)c1 | 9.3% | -2.8% | 30.9% | -6.3% | i | inhibitors of VEEV 10K pilot screen=2.1
COc1cc(NC(=O)COc2ccccc2[N+](=O)[O-])ccc1NC(=O)c1ccco1 | 5.6% | -3.6% | -4.0% | -0.2% | 8.4%
Cc1cnc(N2C(=O)c3ccc([N+](=O)[O-])cc3C2=O)s1 | -0.6% | -0.5% | -1.4% | -1.7% | 0.3%
O=C(Cc1ccc(NS(=O)(=O)c2ccc(F)cc2)cc1)NCc1cccnc1 | -8.6% | 11.9% | -10.0% | 8.3% | 0.5%
S=c1[nH]c(-c2ccccc2)cn1/N=C/c1ccncc1 | -3.9% | -0.5% | -3.0% | 1.8% | 1.9%
COc1ccc(/C=N/NC(=O)c2cccc(NC(=O)c3ccccc3)c2)c(C(=O)O)c1OC | -4.0% | -5.9% | 31.1% | -4.1% | 2.5%
O=c1[nH][nH]cc1C=Nc1ccccc1Cl | 5.6% | -3.4% | -8.8% | -1.7% | 1.8%
O=C(NC1C=CS(=O)(=O)C1)c1sc2ccccc2c1Cl (stereo unspecified) | -6.9% | -11.1% | 15.4% | -1.5% | >25µM*

Screening data deposited in PubChem BioAssay by Southern Research Specialized Biocontainment Screening Center.
